# TTR transcr act = activators of transthyretin transcription. AID 1117267. activation, % at 16.7 µM. 92,000 compounds, 1.3% hits. SH-SY5Y TTR promoter Gaussia luciferase, luminescence; 100% = recombinant luciferase protein wells;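 active = activation above the mean of all tested compounds plus 3 SD, cut at about 9.5% in these data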;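 note: cells exposed to compounds for one day before reading; 0% = median of all test compound wells on the plate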
# An asterisk follows results filed as active.
SMILES,TTR transcr act
CC(C)C(=O)N1CCC2(CC1)Oc1ccc(F)cc1C(=O)C21CC(c2ccccc2)=NO1 (configuration not stated),7.0
COP(=O)(O)[C@@H](CC(C)C)NC(=O)OCc1ccccc1,0.1
CN(CC(=O)Nc1ccc(F)cc1)C(=O)COC(=O)c1cccc(N(C)C)c1,-1.1
CCCCNC(=O)CCn1nc(-c2ccc(Cl)cc2)c2ccccc2c1=O,-1.3
Cc1cc(C)c2ccc(/C=N/O)nc2c1O,0.6
CSc1ccc(/C=N/N2CCN(c3ccccc3)CC2)cc1,-2.1
OC1(c2ccc(OC(F)F)cc2)CSC(=Nc2cccnc2)N1C1CC1 (configuration not stated),-5.1
COc1ccccc1N1CCN(C(=O)C2CC2)CC1,1.6
COc1ccc(Cl)cc1C(=O)O/N=C(\N)c1ccncc1,1.3
COc1ccc(CC(=O)NNC(=O)[C@@H]2CCCC[C@@H]2C(=O)O)cc1,0.7
Cc1cc(C)n2nc(C(=O)OCC(=O)Nc3ccc4c(c3)OC(F)(F)O4)nc2n1,-1.1
S=c1[nH]c2ccccc2c2ccccc12,-0.5
NS(=O)(=O)c1ccc(NC(=O)COc2ncnc3c2cnn3-c2ccccc2)cc1,-1.3
CN1CCN(c2ccc(CNS(=O)(=O)Cc3ccc(Cl)cc3)cc2)CC1,-1.1
CCOC(=O)c1oc2ccccc2c1NC(=O)c1cccc(OC)c1,0.4
Cc1ccccc1Nc1c(-c2cccnc2)nc2ccc(Br)cn12,4.4
CC(=O)N1c2ccc(S(=O)(=O)NCCC(=O)N(C)Cc3ccccc3)cc2CC1C (configuration not stated),4.0
N/C(COc1ncn(-c2ccccc2)n1)=N\S(=O)(=O)c1ccc(Cl)cc1Cl,1.6
O=C(c1ccc(Br)o1)N(Cc1ccccc1)c1ccccn1,-3.0
Cn1c2c(c(=O)n(C)c1=O)C(c1ccccc1Cl)C(C#N)=C(N)O2 (configuration not stated),-0.2
COc1ccccc1C(=O)NCCNC(=O)c1ccco1,-1.5
O=[N+]([O-])c1ccc(C(=S)N2CCN(c3ccc(F)cc3)CC2)cc1,1.7
CCn1c(SCC(=O)c2[nH]c(C)c(C(C)=O)c2C)nnc1-c1ccncc1,-1.8
CC(=O)n1cc(/C=N/NC(N)=S)c2ccccc21,-3.4
Cc1nc(C2COc3ccccc3O2)sc1C(=O)O (configuration not stated),-2.2
CCCCNC(=O)c1onc(CSc2ccccc2)c1C(=O)NCCCC,2.1
CCOc1ccc(CCNC(=O)c2nnn(CC(=O)Nc3c(C)cc(C)cc3C)c2N)cc1OCC,-0.6
Cc1ccc(-c2ccc(CCC(=O)O)n2-c2cccc(O)c2)cc1,-0.3
COC(=O)[C@@]12C[C@@H](CC(=O)N3CCCC3)C(=O)N(Cc3ccccc3)C1=CCC(C)(C)C2,-0.1
COCCNC(=O)C(=O)NCC1OCCN1S(=O)(=O)c1cccs1 (configuration not stated),0.8
O=c1[nH]c2cccc(Cl)c2c2ccccc12,1.4
CC(=O)OCC1(C)CN(c2ccccc2)NC1=O (configuration not stated),-0.1
CCCCNC(=S)N/N=C/c1ccccc1F,0.2
COc1cccc(C2CC(c3cccs3)=NN2C(=O)CSc2nc3ccccc3s2)c1OC (configuration not stated),-1.5
O=C1CC(c2ccccc2)n2ncnc2N1 (configuration not stated),5.7
O=C(NCc1cccnc1)C1CC(c2cccc(Br)c2)=NO1 (configuration not stated),1.6
CCCCC(=O)Oc1cc(C)[nH]c(=O)c1[N+](=O)[O-],6.3
CCOC(=O)c1sc(NC(=O)Nc2ccc(Cl)cc2)cc1C,-7.5
NC(=O)c1cccc(Nc2nc(C(N)Cc3ccc(C(F)(F)F)cc3)cs2)n1 (configuration not stated),1.7
Cc1ccc(CSc2nnc(SCC(=O)N/N=C/C=C/c3ccccc3[N+](=O)[O-])s2)cc1,-1.9
Cc1ccc(-c2nnc(Nc3ccc4c(c3)OCO4)c3ccccc23)cc1S(=O)(=O)NCCO,-1.3
CON=C1C=C(C)C(=O)C(C)=C1C,-1.2
O=C(/C=C/c1ccc(Cl)c([N+](=O)[O-])c1)Nc1cccc(NC(=O)c2ccco2)c1,2.5
Cc1cc(C)n(-c2nc(NCCN(C)C)c3c4c(sc3n2)CCCC4)n1,-5.7
CN(C)c1nc2c(cnn2C)c(=O)[nH]1,-0.4
CCCCNC(=O)C1C(c2ccc(C(F)(F)F)cc2)=Nc2ccccc2N1C(=O)c1ccc2nc(C)[nH]c2c1 (configuration not stated),-0.4
COC(=O)c1c(NC(=O)CCN2CCOCC2)sc2c1CCCC2,0.9
CCCn1nc(NC(=O)c2cccs2)c2cc3cccc(C)c3nc21,-1.3
COc1ccc(-c2nnc(SC3CCOC3=O)n2C2CCCCC2)cc1OC (configuration not stated),0.1
COc1ccc(NC(=O)C2CCCN2C(=O)NCc2ccccc2)c(OC)c1 (configuration not stated),3.1
CC(C)Sc1nc2c(c(=O)[nH]1)C(c1cccs1)C1=C(CC(C)(C)CC1=O)N2 (configuration not stated),0.8
COC(=O)c1cc2ccsc2n1Cc1cc(=O)n2ccccc2n1,-1.5
CCOC(=O)c1ccc(NC(=O)CSc2nc(SC)ns2)cc1,-3.4
COc1ccc(S(=O)(=O)NC(CC(=O)NCCc2ccc(OC)c(OC)c2)c2ccco2)cc1 (configuration not stated),4.3
COc1ccc(Br)cc1C(=O)Nc1cccc(C)c1,-0.8
CCc1ccc(OCC(=O)c2c(O)c3ccccc3oc2=O)cc1,-0.9
O=[N+]([O-])c1ccccc1OCc1nc(-c2cccs2)no1,12*
CSc1ccc(OC2CCCCC2NS(=O)(=O)c2ccccc2)cc1 (configuration not stated),1.3
CCOc1ccc(NC(=O)CCN2CCCCC2)cc1,3.1
CCOC(=O)N1CCN(S(=O)(=O)c2ccc(C(=O)Nc3nnc(C4CC4)o3)cc2)CC1,-0.4
# (continued)
SMILES,TTR transcr act
Cc1n[nH]c(=S)n1/N=C/c1cccc(OCc2ccccc2)c1,-0.4
CC(=O)N1CC(=O)N(c2ccccc2)C1=O,0.8
COc1cccc2c1OCC/C2=N\NC(=O)C(C)Oc1ccc([N+](=O)[O-])cc1 (configuration not stated),2.7
C=C(C)C1CCC(C)=C1COC(=O)Nc1ccccc1 (configuration not stated),-0.1
Cn1cc(C(=O)N/N=C/c2ccc(Br)c([N+](=O)[O-])c2)c2ccccc21,9.5
O=C(O)C(CCc1ccccc1)(Cc1ccccc1)C(=O)O,3.0
CCCCCCCCN1C(=O)[C@@H](CC(=O)N2CCOCC2)C[C@@]2(C(=O)OC)C1=C[C@H](C(C)C)O[C@@H]2C1CC1,-0.4
O=C(Nc1ccc(Oc2cccnc2)cc1)C1CCCCN1Cc1ccc(CO)o1 (configuration not stated),0.1
C[N+](C)=C1SCC(C)(/C=N/O)S1 (configuration not stated),-0.9
CCN1C(=O)CSC1=Nc1ccc(Cl)c(Cl)c1,0.5
CN(CC(=O)Nc1ccc(C(N)=O)cc1)S(=O)(=O)c1ccc2c(c1)OCCO2,-0.7
Cc1[nH]n(-c2ccccc2)c(=O)c1N=Nc1ccc(Cl)cc1,0.0
O=C(COc1ccccc1[N+](=O)[O-])Nc1cccnc1,2.5
CCOC(=O)C1CCN(C(=O)Cn2nc(C)n3nc(-c4ccc(OC)cc4)cc3c2=O)CC1,11*
S=C(NCCc1ccccc1)N1CCCCC1,-0.3
Cc1ccc(Cl)cc1N1CCN(C(=O)CCS(=O)(=O)c2cccc3nonc23)CC1,1.1
COc1cc2nc(NC(=O)c3ccc(Cl)cc3)[nH]c(=O)c2cc1OC,-1.5
O=C(CN1CCOCC1)Nc1ccccc1Sc1ccc(Cl)cc1,-0.7
Nc1nc(N)nc(Cc2ccccc2O)n1,-1.1
CCOC(=O)c1cnc(SCC(=O)NCc2ccco2)nc1N,-1.4
CC(C)[C@H](NC(=O)c1ccc(Cl)cc1)C(=O)OCC(=O)N1CCN(c2ccccc2)CC1,-2.0
Cc1cc(C)cc(N2CCCn3c2nc2c3c(=O)n(CCN3CCOCC3)c(=O)n2C)c1,0.3
O=C(NC(=Nc1ccccc1)N1CCOCC1)Nc1ccccc1,0.5
CCOc1ccc(S(=O)(=O)NC(C)C(=O)NCc2ccc3c(c2)OCO3)cc1 (configuration not stated),3.2
CC(NC(=O)c1ccco1)C(=O)OCc1cccc(C(F)(F)F)c1 (configuration not stated),11*
COc1ccc2c(c1)S/C(=C\C(=O)c1ccncc1)N2C,2.9
COc1ccc(-n2c(-c3ccco3)n[nH]c2=S)cc1,-1.4
CC(/C=N/NC(=O)Cn1nccc1C)=C\c1ccc(C(C)C)cc1,-0.9
COc1ccc(COC[C@H](CC(C)C)N2CCN(C(=O)c3cccc(C(F)(F)F)c3)CCC2=O)cc1,1.3
Cc1ccc(C)c2[nH]c(=O)c(CCNC(=O)c3cc4ccccc4o3)cc12,1.2
Cc1ccccc1CN1CCCC(C(=O)Nc2ccc(-c3ccn[nH]3)cc2)C1 (configuration not stated),-0.8
Cc1cc(NC(=O)CSCC(=O)Nc2cc(C(F)(F)F)ccc2N2CCOCC2)no1,-0.4
CCCCC(=O)Nc1c(C)cc(C)cc1Cl,-1.4
c1ccc2c(c1)CNc1ccccc1C2,0.1
NC(=O)c1sc(=S)n2c1[nH]c(=O)c1sccc12,-1.1
CCn1c(SCC(=O)N2CCCC2)nnc1-c1ccc(N)cc1,8.9
C[C@H](C(=O)N(C)c1ccccc1)[C@@H](O)c1ccc2ccccc2c1,-0.2
CC(C)NC(=O)C1(C)CCCN1C(=O)c1ccc2c(c1)C(C)(C)CCC2(C)C (configuration not stated),-2.4
Cc1ccccc1CNS(=O)(=O)c1c(C)[nH]c(C)c1C(=O)N1CCCCC1,5.2
Cc1ccc(N(C(=O)CCC(=O)Nc2cc(C)on2)C(C(=O)NC2CCCC2)c2ccccc2)cc1 (configuration not stated),-1.6
CC(C)O/C(=N\S(=O)(=O)c1ccc(Cl)cc1)c1ccccc1,0.3
CCOC(=O)C(c1ccccc1)C(Nc1ccccc1)c1ccccn1 (configuration not stated),-0.3
CC(C)N(C[C@@H]1CSCCS(=O)(=O)N1)C1CCCCC1,4.4
C=CCNC(=O)NC(=O)COC(=O)COc1ccc(Br)cc1F,1.1
CC(=O)C1=CCC(c2ccccc2)N(S(C)(=O)=O)C1 (configuration not stated),-0.6
O=C(O)CC1=C(Nc2ccccc2)C(=O)N(c2ccccc2)C1c1ccc(Cl)cc1 (configuration not stated),0.8
O=C1C(NS(=O)(=O)c2cccs2)=C(N2CCOCC2)C(=O)c2ccccc21,-0.2
CCc1ccc(C2=NN(CCC(=O)NC(C)c3ccc4c(c3)OCCO4)C(=O)CC2)cc1 (configuration not stated),2.8
Cn1c(=O)n(CCC(=O)O)c2ccccc21,-1.1
CCc1nc2ccc(C(=O)NCCOc3ccc(OC)cc3)cn2c1N(CCC(C)C)CCN(C)C,-2.2
O=C(Nc1cc(Cl)cc(Cl)c1)c1cccc(OC(F)F)c1,0.3
Cc1nc(CN(C)c2ncnc3ccc(-c4ccc5c(c4)OCO5)cc23)cs1,-0.8
CCOc1ccccc1NC(=O)CCCNC(=O)c1ccc(Cl)cc1,1.4
CCc1ccccc1NC(=O)COc1ccc2c(=O)c(Oc3cc(C)ccc3C)coc2c1,3.3
Cn1cc(S(=O)(=O)N2CCNCC2)cc1C(N)=O,-0.3
C=CCN(c1ccccc1C(=O)NCC(=O)O)S(=O)(=O)c1ccccc1C,0.1
CN(C)S(=O)(=O)Oc1ccc(C(=O)Nc2ccc([N+](=O)[O-])cc2)cc1,8.0
C=C(CCO)C1=CCN(S(=O)(=O)C(C)(C)C)[C@@H]1CCO,-0.9
Cc1onc(-c2c(Cl)cccc2Cl)c1NC(=O)NNc1ccccn1,0.2
CCN1CCN(P2(=O)C=C(c3ccccc3)OC(c3ccccc3)=C2)CC1,-0.2
# Following part.
SMILES,TTR transcr act
CCOC(=O)[C@H]1[C@H]2COc3ccccc3[C@@H]2N2C(=O)c3cc(C)ccc3NC(=O)[C@@]12C,-0.7
COc1ccc(C(=O)CC(=O)c2ccc(C)cc2)c(O)c1,0.9
NC(=O)CC(NC(=O)c1ccc(Br)cc1)c1ccc(NCCc2ccc(F)cc2)c([N+](=O)[O-])c1 (configuration not stated),0.1
Cc1nn(CCC#N)c(NC(=O)c2ccc(Cl)cc2)c1P(=O)(Nc1ccc([N+](=O)[O-])cc1)N1CCOCC1 (configuration not stated),-1.0
CN(C)C(=O)c1ccc2c(c1)C1C3CCC(C3)C1C(c1ccccc1)N2 (configuration not stated),0.2
Cc1cc2ncn(C(=O)c3c(-c4ccccc4Cl)noc3C)c2cc1C,1.4
Cc1nc(-c2ccccc2)nn1-c1ccc([N+](=O)[O-])cc1,1.4
COc1ccc(N2CCN(C(=O)CNC(=O)c3cccs3)CC2)cc1,2.6
CCOC(=O)C(C)Sc1nc2c(c(-c3cccs3)c1C#N)CCC2 (configuration not stated),3.3

# Structural class: the compounds so far with an aryl thioether with sulfur outside any ring.
SMILES,TTR transcr act
CSc1ccc(/C=N/N2CCN(c3ccccc3)CC2)cc1,-2.1
CCn1c(SCC(=O)c2[nH]c(C)c(C(C)=O)c2C)nnc1-c1ccncc1,-1.8
CCCCNC(=O)c1onc(CSc2ccccc2)c1C(=O)NCCCC,2.1
COc1cccc(C2CC(c3cccs3)=NN2C(=O)CSc2nc3ccccc3s2)c1OC (configuration not stated),-1.5
Cc1ccc(CSc2nnc(SCC(=O)N/N=C/C=C/c3ccccc3[N+](=O)[O-])s2)cc1,-1.9
COc1ccc(-c2nnc(SC3CCOC3=O)n2C2CCCCC2)cc1OC (configuration not stated),0.1
CC(C)Sc1nc2c(c(=O)[nH]1)C(c1cccs1)C1=C(CC(C)(C)CC1=O)N2 (configuration not stated),0.8
CCOC(=O)c1ccc(NC(=O)CSc2nc(SC)ns2)cc1,-3.4
CSc1ccc(OC2CCCCC2NS(=O)(=O)c2ccccc2)cc1 (configuration not stated),1.3
O=C(CN1CCOCC1)Nc1ccccc1Sc1ccc(Cl)cc1,-0.7
CCOC(=O)c1cnc(SCC(=O)NCc2ccco2)nc1N,-1.4
CCn1c(SCC(=O)N2CCCC2)nnc1-c1ccc(N)cc1,8.9
CCOC(=O)C(C)Sc1nc2c(c(-c3cccs3)c1C#N)CCC2 (configuration not stated),3.3

# A portion of the library, so the mix of outcomes need not match the whole.
